SRC3 TRFRET art: flags TR-FRET format artefacts in PPARgamma SRC-3 recruitment agonist screen; TR-FRET artefact counter-screen, PPARgamma/SRC-3 format; active compounds read high; TR-FRET ratio at 8 µM; 99,000 tested, 0.39% active; AID 1048; in the data active = TR-FRET ratio above about 2000; also: inactives centre near 1600; reference of the scale not given here
SRC1 TRFRET art: TR-FRET artefact, counter-screen to PPARgamma/SRC-1 agonist assay. TR-FRET detection artefact counter-screen, emission ratio; active compounds read high. TR-FRET ratio at 8 µM. 99,000 tested, 0.34% active. AID 1051; in the data active = TR-FRET ratio above about 2300; also: inactives centre near 1800; reference of the scale not given here
The depositor's hits bear a star. Only part of the results is shown; the hit share may differ from the screen's.

Structure	SRC1 TRFRET art	SRC3 TRFRET art
O=C(NCc1ccc(Cl)cc1)c1ncn[nH]1	1630	1460
O=C(CNS(=O)(=O)c1cccc2nsnc12)NC1CCCCC1	1596	1594
O=C(Nc1ccc2sccc2c1)c1cccc(N2C(=O)CCC2=O)c1	1755	1602
O=c1c2ccccc2c(C=NC2CCN(Cc3ccccc3)CC2)c(O)n1Cc1ccc2c(c1)OCO2	1872	1555
CN(C)S(=O)(=O)c1cccc(C(=O)Nc2ccccc2)c1	1545	1451
S=C(NCCCc1ccccc1)Nc1ccc(Cl)cc1	1721	1610
COC(=O)c1cc(Nc2cc(C)nc3ncnn23)cc(C(=O)OC)c1	1917	1791
Cc1ccccc1CN(C)CC(=O)Nc1ccccc1Oc1ccccc1	1782	1541
NC(=O)CCSC(=S)N1CCOCC1	2089	1807
CCOC(=O)C1CCCc2c1[nH]c1ccc(Cl)cc21 (stereo not drawn)	1713	1501
O=C1c2ccccc2C(=O)N1CCCc1c[nH]c2ccc(Cl)cc12	1959	1693
COC(=O)c1ccccc1Sc1snnc1C	1802	1442
O=C(CC1C(=O)NCCN1CC1CCCCC1)NCc1cc(F)ccc1F (stereo not drawn)	1762	1573
CCN(CC)S(=O)(=O)c1ccc(/C=C/C(=O)N(c2ccccn2)C2CCCCC2)cc1	1926	1689
Cc1ccc(-c2nn(-c3ccccc3)cc2C(=O)Nc2ccc(C(=O)O)cc2)cc1	1634	1559
COC(=O)c1ccccc1NC(=S)NC(=O)c1ccc2ccccc2c1	1836	1495
CCOC(=O)c1ccc(N2Cc3ccccc3C2=NC(=O)c2cccs2)cc1	1898	1767
Cc1ccc(/C=N/Nc2nnc(Cl)c3ccccc23)cc1	1907	1849
C(=N\N1CCOCC1)/c1nc(-c2ccccc2)n2ccccc12	1820	1662
O=C(Nc1cccc(NC(=O)c2cccs2)c1)c1ccc2c(c1)OCCO2	1677	1446
C/C(CCC1CC(C)OC1=O)=N/Nc1nc(-c2ccccc2)cs1 (stereo not drawn)	1967	1717
Cc1ccc(NC(=S)N2CCN(C(=O)C3CCCO3)CC2)cc1 (stereo not drawn)	1893	1846
O=C(C[n+]1ccccc1)c1ccc(-c2ccccc2)cc1	1718	1553
COc1cc(CN(C)Cc2cc(=O)n3ccsc3n2)ccc1OC(F)F	1526	1117
C=CCOC(=O)C1=C(C)N(C)C(=O)NC1c1cc2c(cc1Br)OCO2 (stereo not drawn)	2029	1706
Cc1nc2nc(SCC(=O)N3CCOCC3)nn2c(C)c1Cc1c(F)cccc1Cl	1842	1619
C#CCn1c(=NC(=O)c2ccc(S(=O)(=O)N3CCCc4ccccc43)cc2)sc2cc(S(N)(=O)=O)ccc21	1934	1721
O=C(/C=C/c1ccc(OC2CSC2)cc1)c1ccc(Cl)cc1	1571	1556
COc1ccc(OC)c(C(c2nnnn2Cc2ccco2)N2CCN(C)CC2)c1 (stereo not drawn)	1606	1613
Cc1nc(NC(=S)NC(=O)c2cncc(Br)c2)ccc1Br	1757	1480
O=[N+]([O-])c1ccc(C2Oc3ccccc3C3CC(c4ccccc4)=NN32)s1 (stereo not drawn)	1905	1605
Cc1nc(SCc2ccccc2)c([N+](=O)[O-])[nH]1	2115	1856
CCOc1ccccc1N=CC1=C(O)CC(c2ccccc2)CC1=O (stereo not drawn)	1862	1693
CN(CC(=O)NC1CCCCCC1)S(=O)(=O)c1cnc[nH]1	1572	1558
CCOc1cc(/C=N\NC(=O)OC)ccc1OC(=O)c1ccco1	2114	1568
Cc1c(Br)ccc(NC(=O)COc2ccccc2C(N)=O)c1C	1742	1753
O=C1N(Cc2cccnc2)C[C@@H]2C[C@@H](c3ccc(C(F)(F)F)cc3)N3CCC[C@@]123	1758	1421
COc1ccc(C)cc1-n1c(=O)c2ccccc2c2ccccc2c1=O	1962	1696
N#Cc1nc(-c2ccccc2)oc1N1CCCCC1	1910	1707
Cc1c(C(=O)Nc2ccccn2)oc2ccccc12	1716	1508
Cc1ccc(CNC(=S)Nc2ccc(C)c([N+](=O)[O-])c2)cc1	2063	1718
COc1cc2ccccc2cc1C(=O)OCC(=O)N1CCOCC1	1934	1612
COC(=O)CCC(=O)NC(=S)Nc1ccc(S(=O)(=O)Nc2cc(OC)nc(OC)n2)cc1	1862	1540
COc1ccc(N=c2oc3cc(O)ccc3cc2C(=O)Nc2ccccn2)cc1OC	2002	1477
COc1ccccc1N(CC(=O)N1CCc2ccccc2C1)S(C)(=O)=O	1737	1631
COC(=O)c1sc2cc(C(F)(F)F)cnc2c1-c1ccccn1	1726	1442
CCOc1cc(/C=N/NC(=O)OC)ccc1OCCSc1ccc(Cl)cc1	1558	1577
COc1cc(C(c2c(C)[nH][nH]c2=O)c2c(C)[nH][nH]c2=O)cc([N+](=O)[O-])c1O	1708	1620
C=CCNCC(=O)Nc1ccccc1SCC(=O)Nc1ccsc1C(=O)OC	1679	1452
Cc1nnc(SCc2ccccc2)[nH]c1=O	1606	1508
CCN(CCNC(=O)C1CCN(S(=O)(=O)c2cccc3cccnc23)CC1)c1ccccc1	1946	1897
Cn1ccnc1SCC(=O)Nc1ccc2c(c1)OC(F)(F)O2	1750	1581
O=C(Cn1nc(CNc2ccc(Cl)cc2)[n+]2c1CCCCC2)c1ccccc1	2006	1455
O=C(CN1C(=O)C2C3CC(C(Br)C3Br)C2C1=O)N1CCOCC1 (stereo not drawn)	1853	1466
O=C(NCCO)Nc1ccc2nc(-c3ccco3)c(-c3ccco3)nc2c1	1627	1246
CSc1ncccc1C(=O)OCc1ccc(Br)cc1	1819	1626
CC(=O)N(Cc1ccc(Br)cc1)c1cccc(C)c1C	1802	1470
COc1ccc(C)cc1NC(=O)C(OC(=O)CNC(=O)c1cccc(F)c1)c1ccccc1 (stereo not drawn)	1786	1429
c1cc2c(cc1-n1cnnn1)OCO2	1975	1658
O=C(CSCc1c(Cl)cccc1Cl)Nc1ccc2c(c1)OCCO2	1704	1492

Continued.
Structure	SRC1 TRFRET art	SRC3 TRFRET art
CCOCCCNC(=O)c1ccc2c(=O)n(CCCOCC)c(=S)[nH]c2c1	1824	1371
COc1cc(OC)cc(C(=O)NCC(=O)OCC(=O)c2cc(C)n(Cc3ccco3)c2C)c1	2132	1630
COCCCNC(=O)c1ccc(NC(C)=O)cc1	1821	1616
O=C(COC(=O)COc1ccc2ccccc2c1)Nc1cc(C(F)(F)F)ccc1N1CCOCC1	1736	1650
O=C1/C(=C/c2cccnc2)CC/C1=C\c1cccnc1	1670	1443
O=C(NC1CCCCCC1)C(=S)N1CCOCC1	1741	1489
O=C(CN1C(=O)C2CCCCC2C1=O)OCC(=O)c1ccc(Cl)s1 (stereo not drawn)	1686	1571
COCCCNC(=O)c1c[nH]c2ccc(S(=O)(=O)N3CCC(C)CC3)cc2c1=O	2017	1837
O=S(=O)(NCCC(c1ccc(F)cc1)c1ccco1)c1ccccc1 (stereo not drawn)	1880	1530
CN(C)CCCOC(=O)c1sc2ccccc2c1Cl	1620	1449
O=C(OCc1cccnc1)C1=Cc2ccccc2OC1	1685	1405
C/C(=N/NC(=O)c1ccoc1C)c1ccc(NC(=O)C2CCCC2)cc1	1880	1661
O=C(O)c1n[nH]c2c1CCCC2	1816	1405
COCCOC(=O)C1=C(C)NC(=O)NC1/C=C/c1ccccc1 (stereo not drawn)	1720	1551
CN(C)S(=O)(=O)c1ccc(/C(O)=C2/C(=O)C(=O)N(Cc3cccnc3)C2c2cccs2)cc1 (stereo not drawn)	1736	1690
COc1ccc(/C(C)=N/OCC(=O)N=Nc2c(O)[nH]c3ccccc23)cc1	1486	1672
Clc1ccc(Cn2ncc3c(NCc4ccccc4)ncnc32)c(Cl)c1	2019	1828
Cc1ccc(C(=O)NCC(=O)O)s1	2067	1561
CCC(=O)Nc1cccc(NC(=S)NC(=O)c2ccc(Cl)cc2)c1	1822	1693
Cc1cccc(C(=O)NC(=S)Nc2ccc(N3CCOCC3)cc2)c1	1621	1435
COc1ccc(NC(=O)c2cnc3sccn3c2=O)cc1	1676	1486
C(=C\c1ccccc1)/C=N/Nc1nc2ccccc2[nH]1	1898	1662
CC(=O)N1N=C(N)SC1c1cccc([N+](=O)[O-])c1 (stereo not drawn)	1863	1595
CC(=O)N/C(=C\c1ccc(F)cc1)C(=O)NC(C(=O)O)C(C)C (stereo not drawn)	1955	1595
Cc1ccc(CSCC(=O)NCCCN2CCOCC2)cc1	1768	1670
CCNC(=O)n1cc(-n2cncn2)c(-c2ccccc2)n1	1617	1596
CC(=O)N1N=C(c2ccccc2)OC1(C)CC(=O)Nc1ccccc1 (stereo not drawn)	1599	1418
Cc1ccnc(N2CCC(C(=O)Nc3ccc4c(c3)OCO4)CC2)n1	1831	1531
c1ccc(CCn2nnnc2C(c2cccs2)N2CCN(Cc3ccc4c(c3)OCO4)CC2)cc1 (stereo not drawn)	1677	1641
COc1cc(/C=N/NC(=O)c2cnccn2)ccc1O	1682	1671
O=C(COC(=O)c1ccc(S(=O)(=O)Nc2ccccc2)cc1)NCCC1=CCCCC1	2044	1721
CCOc1ccc(/C=C/C(=O)c2ccc(-c3ccccc3)cc2)cc1	1926	1723
Cn1ccnc1SCC(=O)Nc1cc(S(=O)(=O)N2CCOCC2)ccc1Cl	1628	1742
O=C(NCc1cccs1)C1CCCN1C(=O)Nc1cccc(Cl)c1 (stereo not drawn)	1833	1465
CSc1ccccc1C(=O)Nc1ccccc1C	2028	1714
O=C(CN1C(=O)C(=O)c2ccccc21)OCN1C(=O)c2ccccc2C1=O	1962	1357
O=C(Cc1ccc(Cl)cc1)NC(=S)Nc1ccccc1N1CCOCC1	1728	1564
Cc1ccc(C(=O)Oc2ccc(N3C(=O)CCC3=O)c(C)c2)cc1	1541	1459
O=C(Nc1ccccc1)C1C2/C=C\CCCCC21 (stereo not drawn)	1740	1558
CC1(c2cccc3ccccc23)NC(=O)N(CC(=O)NC2CCS(=O)(=O)C2)C1=O (stereo not drawn)	1918	1729
S=c1[nH]nc(-c2cc(-c3ccsc3)n[nH]2)n1-c1cccc2ccccc12	2086	1548
CSc1cccc(NC(=S)N(CCC(C)C)C2CCN(C(C)=O)CC2)c1	1669	1495
COc1ccc(C(=O)NNC2=Nc3cccc4cccc2c34)cc1	1850	1485
O=C(c1cccc(S(=O)(=O)N2CCc3ccccc32)c1)N1CCN(c2ccccn2)CC1	1746	1498
O=C(Cn1ccc([N+](=O)[O-])n1)Nc1ccccn1	2017	1712

Molecules shown so far containing a COOH group:
Structure	SRC1 TRFRET art	SRC3 TRFRET art
Cc1ccc(-c2nn(-c3ccccc3)cc2C(=O)Nc2ccc(C(=O)O)cc2)cc1	1634	1559
O=C(O)c1n[nH]c2c1CCCC2	1816	1405
Cc1ccc(C(=O)NCC(=O)O)s1	2067	1561
CC(=O)N/C(=C\c1ccc(F)cc1)C(=O)NC(C(=O)O)C(C)C (stereo not drawn)	1955	1595

New compounds follow
Structure	SRC1 TRFRET art	SRC3 TRFRET art
COc1ccc(NC(=S)N(CCN2CCOCC2)C2CCN(C(C)=O)CC2)cc1Cl	2114	1609
COc1ccc(NC(=O)c2ccc3c(c2)NC(=O)CS3)cc1S(=O)(=O)Nc1ccc(Br)cc1	1825	1531
COC(=O)Nc1ccc(S(=O)(=O)N2CCCC(C(=O)N3CC(C)OC(C)C3)C2)cc1 (stereo not drawn)	1924	1517
Cc1c(NC(=O)/C(C#N)=C/c2ccc(-c3cccc(Cl)c3)o2)c(=O)n(-c2ccccc2)n1C	1652	1534
COc1ccccc1OCC(=O)NCCSCc1ccccc1Cl	1751	1325
O=C(Nc1ccccc1O)c1nc(Cl)ccc1Cl	1595	1467
O=S1(=O)N=C(Nc2ccc(O)c(CN3CCCCC3)c2)c2ccccc21	2015	1605
CN(C)C(=O)c1cc(-c2ccccc2)no1	1872	1741
CC(=O)c1ccc(S(=O)(=O)Nc2ccc(C(=O)NCC(c3ccccc3)N(C)C)cc2)cc1 (stereo not drawn)	1759	1576
CC(C)Oc1ccc(NC(N)=O)cc1	1884	1378
CCC(=O)c1ccc(OCC(O)Cn2nc(C)c(C(C)=O)c2C)cc1 (stereo not drawn)	1745	1667
O=C(Nc1nnc(-c2ccncc2)o1)c1ccccc1	1745	1444
Cc1cccc(-n2cnc(C(=O)O)c2)n1	1399	1317
COc1cccc(S(=O)(=O)N2CCN(C(=O)c3ccco3)CC2)c1	1752	1616
O=C(Nc1nnc(C2CC2)s1)c1ccco1	1739	1708

5 entries from above, ordered by number of heavy atoms, largest number first:
Structure	SRC1 TRFRET art	SRC3 TRFRET art
Cc1c(NC(=O)/C(C#N)=C/c2ccc(-c3cccc(Cl)c3)o2)c(=O)n(-c2ccccc2)n1C	1652	1534
COC(=O)Nc1ccc(S(=O)(=O)N2CCCC(C(=O)N3CC(C)OC(C)C3)C2)cc1 (stereo not drawn)	1924	1517
COc1ccccc1OCC(=O)NCCSCc1ccccc1Cl	1751	1325
O=C(Nc1nnc(C2CC2)s1)c1ccco1	1739	1708
Cc1cccc(-n2cnc(C(=O)O)c2)n1	1399	1317

Carrying on.
Structure	SRC1 TRFRET art	SRC3 TRFRET art
O=C(Nc1ccc2c(c1)OCO2)c1cc(C2CC2)on1	1655	1580
CCN(CC)S(=O)(=O)c1cc(NC(=O)COC(=O)c2sc3ccccc3c2Cl)ccc1C	2122	1754
Cc1ccc(CNC(=O)CN(C)S(=O)(=O)c2cccs2)cc1	2117	1669
Cc1cccc(NC(=S)NC(=O)/C=C/c2ccco2)c1	1735	1742
Cc1cccc(OCC(=O)Nc2ccc(S(=O)(=O)Nc3cc(C)nc(C)n3)cc2)c1	1706	1537

From PubChem
